FUS yeast rescue: suppressors of FUS proteinopathy in yeast | S. cerevisiae FUS-expressing, growth rescue, OD600, 24 h | Potency, µM (doses to about 76.6 µM), for inactives: at the highest dose growth rescue (activation), usual class: activators | actives 0.24% (n = 390,000) | AID 1347120;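 further: potency means the concentration at half of the fitted maximal effect; plate controls were DMSO vehicle for no effect and reference control for full effect; nearly all actives have a fitted effect of over 55% in size; some results filed as inactive show a strong effect at the top dose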
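Yeast expressing FUS under galactose induction, OD 0.005 in 2% galactose medium; compounds in a dilution series, 24 h at 30C. Growth rescue by absorbance at 600 nm; CP55940 positive control, DMSO negative.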
TDP43 rescue: TDP-43 toxicity inhibition in yeast | AID 652104 | actives 1.8% (n = 410,000) | TDP-43 expressing yeast growth rescue, BacTiter-Glo, 24 h | Potency, µM (series often up to 46.1 µM), inactives show at the highest dose growth rescue (activation), actives largely listed as activators; further: potency means the concentration at half of the fitted maximal effect; % of control where 0% means no effect; nearly all actives have a fitted effect of over 50% in size
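Cell-based yeast growth screen: TDP-43 expression induced in galactose, inoculum OD600=0.02 after raffinose pregrowth to mid-log. Read-out BacTiter-Glo luminescence at 24 hr, 30 deg C; inhibition of toxicity seen as signal increase.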
DRD3 agonist: activates the human D3 dopamine receptor. P35462. D3R DiscoveRx beta-arrestin cells, luminescence, 90 min. actives 0.58% (n = 410,000). max activation, %; in the data active means max activation above about 30%; further: 0% is about no effect; mostly tested at two doses, the higher about 12 µM
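Cells at 1500/well, incubated overnight, then treated with pinned compounds (dopamine as control) for 90 min at 37 degrees C. DiscoveRx reagent added for 30 - 60 minutes at room temperature; luminescence read.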
DRD3 antagonist: antagonists of human D3 dopamine receptor | max response, negative = inhibition, % | actives 2.5% (n = 360,000) | AID 652054 | P35462 | D3R cells, DiscoveRx beta-arrestin luminescence, antagonist mode; hits give low values; in the data active means max response below about -50%; inconclusive means no clear call, values can overlap the other calls; further: on the % scale 0 is the no-effect control and ±100 the full control effect; mostly tested at two doses, the higher about 12 µM
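Cells plated overnight at 1500 cells/well, then exposed to library compounds with dopamine controls for 90 minutes at 37 degrees C. DiscoveRx reagent added for 30–60 minutes at room temperature; luminescence read, quantitative HTS format.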
aSyn rescue: inhibitors of alpha-synuclein toxicity in yeast. Yeast expressing alpha-synuclein, growth rescue, BacTiter-Glo, 24 h. Potency, µM (series often up to 46.1 µM), for the others: at the top dose growth rescue (activation), most hits filed as activators. actives 0.14% (n = 370,000); further: potency means the concentration at half of the fitted maximal effect; % of control where 0% means no effect; nearly all actives have a fitted effect of over 65% in size
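Rescue of yeast growth: cells expressing toxic alpha-synuclein, induced in galactose at OD600 0.02, incubated with compound 24 h at 30 C. ATP luminescence quantified growth; inhibitors of toxicity appear as activators.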
EPAC2 agonist: EPAC2 (human) agonism. EPAC2 activation, biochemical qHTS; response scale: 100% = 6.5 mM cAMP response. Potency, µM (top dose mostly 154 µM), without a hit: top-dose activation, hits mostly activators. actives 0.079% (n = 360,000); further: potency means the concentration at half of the fitted maximal effect; nearly all actives have a fitted effect of over 50% in size
Target sequence (Q8WZA2 whole entry, looked up): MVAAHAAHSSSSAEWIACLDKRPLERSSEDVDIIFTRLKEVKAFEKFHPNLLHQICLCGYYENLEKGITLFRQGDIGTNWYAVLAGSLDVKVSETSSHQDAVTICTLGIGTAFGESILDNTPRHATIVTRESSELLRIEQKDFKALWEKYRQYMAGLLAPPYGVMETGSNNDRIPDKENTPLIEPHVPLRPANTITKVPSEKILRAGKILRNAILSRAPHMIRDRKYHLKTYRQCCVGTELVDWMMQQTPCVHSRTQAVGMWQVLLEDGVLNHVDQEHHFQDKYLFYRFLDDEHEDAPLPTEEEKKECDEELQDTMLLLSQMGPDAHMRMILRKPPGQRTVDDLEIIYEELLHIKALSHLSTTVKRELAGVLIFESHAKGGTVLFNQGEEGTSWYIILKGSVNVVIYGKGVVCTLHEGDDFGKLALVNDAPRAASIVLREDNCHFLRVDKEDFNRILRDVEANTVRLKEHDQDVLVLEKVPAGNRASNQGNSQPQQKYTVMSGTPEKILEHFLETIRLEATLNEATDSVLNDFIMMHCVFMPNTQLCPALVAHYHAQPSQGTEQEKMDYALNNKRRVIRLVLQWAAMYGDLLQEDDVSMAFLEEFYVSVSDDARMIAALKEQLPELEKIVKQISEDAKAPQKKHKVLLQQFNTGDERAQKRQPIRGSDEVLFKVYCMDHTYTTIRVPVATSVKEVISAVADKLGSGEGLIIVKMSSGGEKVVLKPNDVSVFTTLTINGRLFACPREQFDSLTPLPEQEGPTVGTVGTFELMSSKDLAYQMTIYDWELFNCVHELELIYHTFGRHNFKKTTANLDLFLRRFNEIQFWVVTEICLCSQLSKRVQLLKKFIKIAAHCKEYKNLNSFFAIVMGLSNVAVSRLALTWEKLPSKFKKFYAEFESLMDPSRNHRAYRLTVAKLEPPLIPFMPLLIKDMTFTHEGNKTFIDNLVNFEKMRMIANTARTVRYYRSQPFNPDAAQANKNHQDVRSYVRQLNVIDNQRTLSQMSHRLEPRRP
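Fluorescence exchange assay: 100 nM EPAC2 with 250 nM RAP1B-BODIPY-GDP and 50 uM GDP; compounds tested as a concentration-titration series (qHTS). Loss of Rap1-bound BODIPY-GDP fluorescence read at 480/540 nm; data normalized to 6.5 mM cAMP.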
EPAC2 antag: blocks human EPAC2 exchange factor; Potency, µM (doses to about 114 µM), without a hit: at the top dose activity, negative = inhibition, most hits filed as inhibitors; AID 720708; actives 0.18% (n = 360,000); EPAC2 GEF exchange of Rap1B-BODIPY-GDP, fluorescence; Q8WZA2; further: potency means the concentration at half of the fitted maximal effect; on the % scale 0 is the no-effect control and ±100 the full control effect; nearly all actives have a fitted effect of over 45% in size; many of its hits are not listed in these tables
Abeta rescue: compounds reversing amyloid beta toxicity in yeast | yeast expressing A-beta42, growth rescue, OD600, 48 h; response scale: 0% DMSO, 100% iron-clioquinol control | AID 1347071 | actives 0.063% (n = 410,000) | Potency, µM (top dose mostly 46.1 µM), for the others: top-dose growth rescue, most hits filed as activators; further: potency means the concentration at half of the fitted maximal effect; nearly all actives have a fitted effect of over 55% in size
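Growth rescue measured by 600 nm absorbance after 48 h yeast culture at 30 C with compound. Values normalized between DMSO and an equimolar ferric chloride plus clioquinol control.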
* marks the source's active call; other numbers are inactive results; ? = inconclusive; . = not tested or not shown; & = joins results of further samples; [ ] = remark or other dose. Unless noted, the call rests on the fitted dose curve; in most records, active means well fitted curve in the direction sought with a large enough effect; inconclusive means small, poorly fitted or top-dose-only effect, or another doubt; inactive means no such curve, though single readings can be large; an effect the other way counts as inactive or inconclusive. A portion of the library, so the mix of outcomes need not match the whole.

SMILES | FUS yeast rescue | TDP43 rescue | DRD3 agonist | DRD3 antagonist | aSyn rescue | EPAC2 agonist | EPAC2 antag | Abeta rescue
COC(=O)c1c(NC(=O)c2ccc(C(=O)c3ccccc3)cc2)sc2c1CC(C)(C)NC2(C)C | -19% | 22% | 1 | -11 | 1% | 9% | 3% | 0%
O=C(O)CC(c1ccccc1)n1cccc1 (stereo unspecified) | -27% | -1% | 5 | 10 | 7% | -9% | 14% | 6%
O=C1C(Cc2c[nH]c3ccccc23)NC(=S)N1C1CCCCC1 (stereo unspecified) | 1% | ? | -2 | 1 | ? | 12% | -21% | ?
COc1ccc(N(CC(=O)NCc2cccs2)S(=O)(=O)c2cccc(C)c2)cc1 | 9% | 11% | 0 | -8 | 4% | -2% | -2% | 8%
O=C1CN(C(=O)c2ccccc2Br)C(c2ccc(F)cc2)c2cc(F)ccc2N1 (stereo unspecified) | -14% | 3% | -10 | -2 | 6% | -2% | -21% | -2%
Cc1ccsc1C(=O)OCC(=O)c1cc(C)n(CC2CCCO2)c1C (stereo unspecified) | 24% | -6% | 3 | 24 | 2% | 13% | -2% | -20%
COc1cc(C2CC(=O)c3c([nH]c(C(=O)OC4CCCC4)c3C)C2)cc(OC)c1OC (stereo unspecified) | 6% | 23% | 8 | . | . | . | . | 4%
COC(=O)c1ccc(CSc2c(C(C)C)cnc3c2c(=O)n(C)c(=O)n3C)cc1 | -15% | ? | 7 | . | . | . | . | -7%
Fc1ccccc1NC(=S)N(CCCN1CCOCC1)Cc1cccnc1 | -1% | 16% | -2 | 4 | -1% | -5% | -16% | -1%
COc1cc(/C=C2\SC(=Nc3ccccc3)N(CCc3c[nH]c4ccccc34)C2=O)ccc1OC(C)C(=O)O (stereo unspecified) | ? | 24% | 10 | 6 | 1% | -10% | ? | 1%
Cc1cc(=O)[nH]c(NN=C2C3CC4CC(C3)CC2C4)n1 | -6% | -6% | -14 | -21 | 2% | 4% | 11% | 5%
O=C(C1CCN(S(=O)(=O)c2ccc(Br)s2)CC1)N1CCN(C2CCCCC2)CC1 | 6% | -12% | -9 | 8 | 0% | 9% | 3% | 12%
CC(C)C(=O)Nc1cccc(NC(=S)NC(=O)c2ccc(Cl)cc2)c1 | 18% | -4% | -14 | -19 | 5% | -3% | -6% | ?
CCC(C)NCCC(=O)Nc1ccc(Cl)c(S(=O)(=O)Nc2ccc(Cl)cc2)c1 (stereo unspecified) | 11% | 26% | -7 | -27 | 4% | 7% | -7% | -1%
CCCCN(C(=O)Cn1nnc2ccccc21)C(C(=O)NCCOC)c1cccs1 (stereo unspecified) | 0% | 4% | 10 | -4 | -1% | -7% | -11% | 1%
COc1ccc(OC)c(NS(=O)(=O)c2ccc(NC(C)=O)cc2)c1 | 30% | 13% | -2 | 15 | -2% | -7% | 3% | 2%
Cc1ccc(S(=O)(=O)N(CC(=O)N2CCOCC2)CC(=O)N2CCOCC2)cc1 | -1% | 4% | 0 | 8 | -4% | 2% | 12% | 18%
COC(=O)c1c(C)[nH]c(C(=O)/C=C/c2ccc(Cl)cc2)c1C | . | 8% | -3 | 10 | -10% | -6% | -1% | -6%
CN1CCCN(S(=O)(=O)c2ccccc2)CC1 | -4% | -13% | 13 | 0 | -7% | 9% | 2% | 6%
CN1CCc2c(sc(NC(=O)Cc3ccc(F)cc3)c2C(N)=O)C1 | 2% | 10% | -3 | -51* | 0% | 8% | 1% | -1%
CCOC(=O)COc1ccc(S(=O)(=O)Nc2ccc3c(c2)OCO3)cc1 | 9% | -12% | 0 | -22 | ? | 7% | 6% | 29%
O=C(c1ccc(OCC2CCCO2)cc1)N1CCc2ccccc2C1 (stereo unspecified) | 10% | 3% | 1 | 3 | -2% | 1% | -1% | -2%
Cc1ccc(OCC(=O)Nc2ccc(OCc3cc(=O)n4cccc(C)c4n3)cc2)cc1C | -16% | 14% | 12 | . | . | . | . | -9%
CCCCN1CC(O)=C(c2nc(-c3ccc(Cl)cc3)cs2)C1=N | 9% | -3% | 1 | 36 | 4% | 3% | 0% | 14%
Cc1cnc(C(=O)OCC(=O)N(C(C)C)C(C)C)cn1 | -1% | 11% | 0 | 2 | -1% | -6% | -3% | 16%

(next part)
SMILES | FUS yeast rescue | TDP43 rescue | DRD3 agonist | DRD3 antagonist | aSyn rescue | EPAC2 agonist | EPAC2 antag | Abeta rescue
Cc1nc(SCc2ccccc2C)n[nH]1 | -8% | ? | 3 | 3 | -15% | 0% | 4% | 14%
O=C(NC1CC1)C(=O)c1c[nH]c2ccccc12 | 14% | 9% | 0 | 3 | 8% | 7% | -8% | 11%
O=C(NC1CCCCC1)C1CCCN1C(=O)Nc1ccccc1 (stereo unspecified) | 12% | -4% | -8 | 6 | -1% | 6% | -5% | 17%
Cc1cccc(CC(=O)Nc2cccc(-c3cn4cccnc4n3)c2)c1 | -8% | 2% | -19 | . | . | . | . | -5%
CCCCCCCN1C(N(C)C)=NC[C@@H]1Cc1ccccc1 | -20% | 7% | -7 | -11 | 0% | 10% | 8% | 3%
COC(=O)CCCC[C@@H]1SC[C@@H](NC(=O)OC)[C@@H]1NC(=O)OC | -15% | 1% | -2 | 8 | 2% | 5% | 5% | 14%
CCCOc1ccc(F)cc1-c1cc(C(=O)Nc2ccc(OC)cc2C)[nH]n1 | 24% | 25µM* | 5 | 56 | -9% | 1% | 9% | -5%
N#Cc1ccc(OCC(O)CN2CCC(C(O)(c3ccccc3)c3ccccc3)CC2)cc1 (stereo unspecified) | 21% | -13% | -26 | -29 | 0% | 3% | -6% | 5%
Cc1cccc(OCCC(=O)Nc2ccccc2C(N)=O)c1 | -6% | -27% | 0 | -5 | -2% | -3% | -7% | -7%
COC(=O)[C@@H]1C[C@H]2CC[C@H](O)C[C@H]2N1Cc1ccc(C)s1 | -23% | 12% | -10 | 1 | 5% | -2% | -25% | -4%
COc1ccc(-c2cn(/N=C/c3ccc(Cl)cc3Cl)c(N)n2)cc1 | 17% | -3% | -21 | -19 | 4% | 14% | -2% | 1%
O=C(CC(=O)Nc1ccccc1[N+](=O)[O-])Nc1ccccc1[N+](=O)[O-] | 25% | -10% | -10 | -64* | 1% | 8% | -23% | -19%
CCc1ccccc1Oc1ccc(S(=O)(=O)N2CCN(C)CC2)cn1 | -1% | 1% | -1 | 2 | -4% | -1% | -5% | 5%
CC(=O)NC(Cc1cc(C)ccc1C)C(=O)N1CCN(C(=O)c2ccc([N+](=O)[O-])cc2)CC1 (stereo unspecified) | -13% | -2% | -8 | 0 | 2% | 1% | 1% | 10%
CCOC(=O)N1CCN(C(=O)c2ccc(CS(=O)Cc3ccccc3Cl)o2)CC1 (stereo unspecified) | 18% | 4% | -1 | 0 | -6% | 3% | -2% | -10%
CCCN(CCC)CCCNC(=S)Nc1ccc2nc(N3CCCC3)cc(C)c2c1 | 14% | -4% | -4 | -18 | -3% | 13% | 8%[57.1 µM] | -4%
CCOC(=O)c1cccc(NC(=O)CS(=O)(=O)Cc2nc(-c3cccc(OC)c3)oc2C)c1 | ? | 1% | -3 | 15 | -1% | 17% | 0% | 14%
COc1ccc2c(CNCc3cccs3)c(C(=O)O)n(Cc3ccc(F)cc3)c2c1 | ? | 15% | -8 | . | . | . | . | -4%
CN(C(=O)c1cccc(C#N)c1)c1nnc(-c2ccccn2)s1 | -22% | 10% | 3 | 5 | 5% | 9% | -9% | -9%
CNS(=O)(=O)c1ccc(NC(=O)c2csc(C)c2)cc1 | -13% | 10% | -10 | -2 | 0% | 4% | 2% | 8%
O=C(Cn1cnc2onc(-c3ccc(F)cc3)c2c1=O)N1CCN(c2ccccc2F)CC1 | ? | ? | 4 | . | ? | . | . | 2%
COc1ccc(-c2nc(Cn3c(=O)cc(-c4ccccc4)c4c(C)nn(C)c43)c(C)o2)cc1OC | 5% | -15% | -10 | . | . | . | . | -18%
COc1ccc(CCn2c(NN=C3CCCC3)nc3c2c(=O)[nH]c(=O)n3C)cc1 | 9% | 2% | -3 | -23 | -9% | 3% | 7% | 16%
O=C(CCS(=O)(=O)c1ccccc1)Nc1nnc(-c2ccco2)o1 | 22% | 1% | 7 | -5 | 0% | -2% | 0% | -5%
COc1ccc(C(=O)NCC2CCCO2)cc1OC (stereo unspecified) | 1% | 7% | 4 | 10 | 8% | -5% | 2% | -3%

Some entries already given with just DRD3 agonist, Abeta rescue and EPAC2 antag:
Molecule	DRD3 agonist	Abeta rescue	EPAC2 antag
Cc1cccc(OCCC(=O)Nc2ccccc2C(N)=O)c1	0	-7%	-7%
COc1ccc(-c2nc(Cn3c(=O)cc(-c4ccccc4)c4c(C)nn(C)c43)c(C)o2)cc1OC	-10	-18%	.
Cc1cccc(CC(=O)Nc2cccc(-c3cn4cccnc4n3)c2)c1	-19	-5%	.
O=C(NC1CC1)C(=O)c1c[nH]c2ccccc12	0	11%	-8%

(next part)
SMILES | FUS yeast rescue | TDP43 rescue | DRD3 agonist | DRD3 antagonist | aSyn rescue | EPAC2 agonist | EPAC2 antag | Abeta rescue
Cc1cccc(CN2CCC(C(N)=O)CC2)c1 | -22% | -1% | 2 | 7 | -11% | 3% | 8% | 13%
COc1ccc(CNC(=O)CC(C)CC2=NS(=O)(=O)c3ccccc3N2)cc1 (stereo unspecified) | -23%&-15% | 12% | 2&-13 | 39 | -2% | 11% | 1% | -8%&-11%
CC1(C)C([N+](=O)[O-])C(c2ccc(Cl)cc2)NC(c2ccc(Cl)cc2)C1[N+](=O)[O-] (stereo unspecified) | 43% | 16% | -5 | -21 | -2% | 2% | -10% | ?
CCN(CCNC(=O)C1CCCN(S(=O)(=O)c2cnc[nH]2)C1)c1ccccc1 (stereo unspecified) | -10% | 10% | 1 | 28 | -1% | -1% | -4% | -6%
NC(=O)c1ccc(OCC(=O)N2CCNC2=O)cc1 | -5% | -3% | 20 | 6 | 1% | 10% | 4% | -3%
CCOC(=O)COc1cc(-n2c(=S)[nH]c3cc(OC)c(OC)cc3c2=O)c(Cl)cc1Cl | 47% | 1% | -15 | ? | 0% | 8% | -21% | 5%
NC(=O)[C@H]1CC2(CC(c3cccc(NC(=O)CC(c4ccccc4)c4ccccc4)c3)=NO2)CN1C(=O)C(c1ccccc1)c1ccccc1 (stereo partly specified) | ? | 5% | -3 | 9 | 5% | 5% | 0% | -5%
